bIAP inh: intestinal alkaline phosphatase (bovine) inhibition | purified bovine IAP, CDP-star luminescence, 30 min | inhibition, % at 20 µM | 190,000 tested, under 10 active;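 active = over 50% inhibition of intestinal alkaline phosphatase at 20 µM in the single-dose screen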
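Assay system – bovine IAP enzyme · Quantity – bovine IAP at 1/65,000,000 final dilution · Detection – CDP-star luminescence signal · Times – 30 min reaction at room temperature · Also added – CDP-star substrate at 30 µM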
PMI act satM6P: PMI (human) activation, high substrate. 190,000 compounds, 0.34% hits. AID 1216. P34949. coupled PMI enzyme assay, resazurin fluorescence, 20 min; stronger effect = higher value; 1 = untreated enzyme, 0 = substrate-free blank. activation factor at 20 µM;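 active = activation factor of 2 or more at 20 µM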
Target sequence (P34949 whole entry, looked up): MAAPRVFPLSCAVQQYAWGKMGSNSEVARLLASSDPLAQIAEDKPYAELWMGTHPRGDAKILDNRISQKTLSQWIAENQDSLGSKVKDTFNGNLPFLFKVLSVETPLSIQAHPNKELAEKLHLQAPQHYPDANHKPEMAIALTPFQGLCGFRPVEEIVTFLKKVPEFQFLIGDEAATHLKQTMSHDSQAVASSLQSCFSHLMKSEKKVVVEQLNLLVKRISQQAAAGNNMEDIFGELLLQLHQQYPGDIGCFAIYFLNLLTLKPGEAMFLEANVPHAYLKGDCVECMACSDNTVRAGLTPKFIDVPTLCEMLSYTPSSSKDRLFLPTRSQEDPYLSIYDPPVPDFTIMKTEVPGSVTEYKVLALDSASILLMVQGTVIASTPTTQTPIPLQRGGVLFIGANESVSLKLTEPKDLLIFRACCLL
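Test system: human phosphomannose isomerase with PGI, G6PDH, diaphorase coupling enzymes; Amount: PMI at 15 ng/mL final; Reagent: Mannose-6-phosphate 1.0 mM (near-saturating) plus 0.22 mM NADP+; Timing: 20 min, room temperature; Technique: resorufin fluorescence at Ex 544/Em 590 nm; Dosing: 20 µM single dose.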
TNAP inh no acc: TNAP (human) inhibition, acceptor-free conditions | 200,000 compounds, 0.26% hits | purified TNAP, CDP-star luminescence, 30 min | inhibition, % at 20 µM | P05186 | AID 1012;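 active = tissue-nonspecific alkaline phosphatase inhibition above about 50% at 20 µM in the single-dose screen, limit read from the data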;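 also: 0% = DMSO negative control and 100% = EDTA positive control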
Target sequence (P05186 whole entry, looked up): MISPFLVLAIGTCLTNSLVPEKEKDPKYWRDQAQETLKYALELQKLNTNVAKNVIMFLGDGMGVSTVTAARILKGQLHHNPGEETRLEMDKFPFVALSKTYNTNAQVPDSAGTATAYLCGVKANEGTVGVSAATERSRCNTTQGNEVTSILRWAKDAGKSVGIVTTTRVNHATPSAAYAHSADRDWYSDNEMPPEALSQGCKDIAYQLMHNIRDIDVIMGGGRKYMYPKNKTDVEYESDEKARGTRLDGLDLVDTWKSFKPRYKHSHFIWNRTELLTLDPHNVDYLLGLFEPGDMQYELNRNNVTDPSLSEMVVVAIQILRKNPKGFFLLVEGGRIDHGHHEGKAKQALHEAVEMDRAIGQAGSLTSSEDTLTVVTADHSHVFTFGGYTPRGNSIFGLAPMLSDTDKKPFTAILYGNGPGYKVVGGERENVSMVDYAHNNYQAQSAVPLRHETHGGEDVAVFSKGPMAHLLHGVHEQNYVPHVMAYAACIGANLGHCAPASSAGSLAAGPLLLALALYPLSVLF
bIAP activator: intestinal alkaline phosphatase (bovine) activation. purified bovine IAP, CDP-star luminescence, 30 min; stronger effect = higher value; fold of DMSO-control signal, blank-subtracted. activation factor at 20 µM. 200,000 compounds, 0.17% hits. AID 1016;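 active = activation factor of 2 or more at 20 µM, a signal rise over negative controls twice the positive control's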
TNAP act hiacc: activators of human TNAP at high phosphate acceptor concentration; AID 1136; purified TNAP, CDP-star luminescence, 1 M DEA, 30 min; stronger effect = higher value; 0 = EDTA background, 1 = DMSO-only activity; 200,000 tested, under 10 active; P05186; activation factor at 20 µM;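 active = activation factor at least 2 at 20 µM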
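Measured by: Luminescent substrate turnover signal | Test system: Human TNAP | Input: TNAP 1/800 final | Dosing: 20 µM single point | Schedule: 30 min, room temperature | Controls: EDTA wells as negative control, DMSO wells as positive control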
L major viab: reduces viability of Leishmania major promastigotes | resazurin fluorescence viability | inhibition, % at 10 µM | 200,000 compounds, 9% hits | AID 1063; in the data active = inhibition above about 50%;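 also: promastigotes grown with compound for 44 hours at 28 °C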
Diaph act CS: counter-screen for diaphorase-based assays: diaphorase activators and chemical reducers. AID 1229. Diaphorase/resazurin coupled assay, resorufin fluorescence, 16 min; stronger effect = higher value; 1 = vehicle wells, 0 = NADH-free wells. 190,000 compounds, 0.005% hits. activation factor at 20 µM;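 active = diaphorase activity raised at least twofold by the compound at 20 µM; inactive = activation factor below 2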
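Material: purified diaphorase enzyme from Clostridium kluyveri; Also added: 0.114 mM NADH and 0.1 mM resazurin, final amounts; Doses: single compound dose of 20 µM, 1% DMSO final; Times: 16 min enzyme reaction, ambient temperature; Detection: resorufin fluorescence, excitation 544 nm, emission 590 nm; Measure: increased resorufin signal from activators or reducing compounds.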
PMI act: phosphomannose isomerase (human) activation | P34949 | purified human PMI, coupled resazurin fluorescence, 20 min; stronger effect = higher value; 1 = vehicle control, 0 substrate-free wells | activation factor at 20 µM | 190,000 compounds, 0.005% hits | AID 1214;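 active = activation factor of 2 or more at 20 µM, relative to plate controls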
TNAP inh hi DEA: inhibitors of human TNAP at high phosphate acceptor concentration; AID 1135; P05186; inhibition, % at 20 µM; purified TNAP, CDP-star luminescence, 1 M DEA; 200,000 compounds, 0.03% hits;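 active = over 50% inhibition of tissue-nonspecific alkaline phosphatase at 20 µM in the single-dose screen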;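 also: plate controls were DMSO wells for no effect and EDTA-quenched wells as full inhibition for full effect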
Diaph inh CS: inhibits diaphorase or chemically oxidizes, flagging diaphorase assay artifacts; diaphorase resazurin-to-resorufin fluorescence, NADH, 16 min; bacterial (C. kluyveri) enzyme, not human; inhibition, % at 20 µM; 190,000 compounds, 0.69% hits;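 active = primary screen inhibition at 20 µM above a set limit, cut at about 50% in these data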;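 also: plate controls were DMSO with full reaction for no effect and wells lacking NADH for full effect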
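material = Clostridium kluyveri diaphorase enzyme | amount = 0.14 U/mL diaphorase, enzyme working solution | schedule = incubation 16 min, room temperature | detection = fluorescence of resorufin formed from resazurin, Ex 544/Em 590 nm | benchmarks = positive control minus NADH, DMSO neutral control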
The depositor's hits bear a star; . = no result given.

SMILES | bIAP inh | PMI act satM6P | TNAP inh no acc | bIAP activator | TNAP act hiacc | L major viab | Diaph act CS | PMI act | TNAP inh hi DEA | Diaph inh CS
Nc1cc(=O)[nH]c(SCc2csc(-c3ccccc3)n2)n1 | 17 | 0.9 | -17 | 0.8 | 1 | -8 | 0.8 | 1 | -3 | 21
CC(=O)Nc1ccc(S(=O)(=O)NCc2ccc(C)cc2)cc1 | 10 | 1 | -8 | 0.9 | 1 | -6 | 1 | 0.9 | 0 | 3
CN(CC(=O)N1CCN(c2cccc(Cl)c2)CC1)S(=O)(=O)c1cccs1 | 33 | 1 | -5 | 0.7 | 1 | 19 | 0.9 | 0.9 | -4 | 15
CCC12CN(C(=O)c3ccc(OC)cc3)CC(CC)(CN(C(=O)c3ccc(OC)cc3)C1)C2=O | -10 | 0.9 | -11 | 1.1 | 1 | 37 | 0.8 | 1 | -5 | 19
CC(C)C(=O)NC(=S)Nc1ccc(S(=O)(=O)N(C)Cc2ccccc2)cc1 | 32 | 0.9 | 10 | 0.7 | 1 | 38 | 0.8 | 0.9 | 3 | 16
C/C(=N\O)C(C)(C)NC(=O)Nc1ccc(Cl)cc1 | 11 | 1 | -13 | 0.9 | 1.1 | 5 | 0.9 | 0.9 | -5 | 10
O=C1COc2ccc(C(=O)COC(=O)CNC(=O)c3ccccc3)cc2N1 | 6 | 1 | -13 | 0.9 | 1.1 | -7 | 0.9 | 1 | -5 | 10
COc1ccc(-n2c(SCc3cccnc3)nc3c(c2=O)SCC3)cc1OC | -1 | 1 | -2 | 1 | 1 | 14 | 0.9 | 1 | 1 | 9
O=C(OCC(=O)N1CCN(c2ccccc2)CC1)c1ccco1 | 28 | 1.7 | -7 | 0.7 | 1 | -5 | 0.9 | 1.3 | 1 | 8
Cc1nc2cc(S(=O)(=O)C(F)(F)F)ccc2s1 | 6 | 1 | -7 | 0.9 | 1 | -8 | 0.9 | 1 | -4 | 14
O=C(Nc1ccc(Cl)cn1)c1cccc(S(=O)(=O)N2CCOCC2)c1 | 0 | 1.1 | -8 | 1 | 1 | -2 | 1 | 1.1 | -4 | -1
COc1cccc(OCc2nc(-c3cccc([N+](=O)[O-])c3)no2)c1 | . | 0.9 | -5 | 0.4 | 1 | 0 | 0.9 | 1 | -3 | 15
O=C(O)C12CC3CC(C1)CC(n1ncc(NCc4ccccc4)c(Cl)c1=O)(C3)C2 | -7 | 1.1 | 7 | 1.1 | 1 | -3 | 0.9 | 1.1 | 2 | 7
Cn1c(=O)cc(SCC(=O)N2CCCC2)c2cc(Cl)ccc21 | 7 | 1 | -8 | 0.9 | 1 | 0 | 0.9 | 1 | -2 | 7
Cc1ccc(-c2nsc3c(N4CCN(C(=O)c5ccco5)CC4)ncnc23)cc1 | 2 | 0.8 | -5 | 1 | 1 | . | 0.7 | 0.9 | -2 | 26
CCCc1nnc(NS(=O)(=O)c2ccc(OC)cc2)s1 | -6 | 1.1 | 0 | 1.1 | 1.1 | -9 | 1 | 1.1 | -6 | 3
O=C(Cc1ccccc1)NCc1ccc(-n2cccc2)cc1 | -16 | 1 | -16 | 1.2 | 1 | -2 | 1 | 1.1 | -4 | -2
COc1ccc(CCN(Cc2cccs2)S(=O)(=O)c2ccc(-n3cnnn3)c(OC)c2)cc1OC | -1 | 0.9 | -10 | 1 | 1 | 10 | 0.8 | 0.9 | 1 | 18
O=S(=O)(/N=C/c1c(O)ccc2ccccc12)c1cccs1 | 17 | 0.7 | 22 | 0.8 | 1 | -10 | 0.7 | 0.6 | 0 | 32
CC(=O)Nc1cccc(NC(=O)CSc2nnc(Cc3cccn3C)n2-c2ccc(C)cc2)c1 | -2 | 0.9 | -14 | 1 | 1.1 | 0 | 0.8 | 1 | -6 | 17
O=[N+]([O-])c1cc(-c2cnc3ccccc3n2)ccc1Oc1ccc(Br)cc1 | 7 | 0.9 | -3 | 0.9 | 0.9 | -6 | 0.8 | 0.9 | 6 | 17
COc1ccc(-c2nc3cnccn3c2Nc2ccc(C)cc2)cc1 | 8 | 0.8 | -20 | 0.9 | 1 | 25 | 0.9 | 0.9 | -3 | 12
O=C(Nc1nnc(-c2cccs2)o1)C1CC1 | -1 | 1 | 2 | 1 | 1 | -3 | 0.9 | 0.9 | -1 | 14
COCCNc1nc2c(S(=O)(=O)c3cc(C)ccc3C)nnn2c2ccccc12 | -3 | 1.1 | -5 | 1 | 1 | 8 | 1 | 1 | -3 | -1
O=C(NCCc1ccc(Cl)cc1)c1cnc2n(c1=O)CCS2 | 11 | 1 | -7 | 0.9 | 1.1 | . | 0.9 | 1 | -8 | 10

Given with each value named: entries from further up.
structure: CC(=O)Nc1cccc(NC(=O)CSc2nnc(Cc3cccn3C)n2-c2ccc(C)cc2)c1
  bIAP inh = -2	PMI act satM6P = 0.9	TNAP inh no acc = -14	bIAP activator = 1	TNAP act hiacc = 1.1	L major viab = 0	Diaph act CS = 0.8	PMI act = 1	TNAP inh hi DEA = -6	Diaph inh CS = 17

structure: COc1ccc(CCN(Cc2cccs2)S(=O)(=O)c2ccc(-n3cnnn3)c(OC)c2)cc1OC
  bIAP inh = -1	PMI act satM6P = 0.9	TNAP inh no acc = -10	bIAP activator = 1	TNAP act hiacc = 1	L major viab = 10	Diaph act CS = 0.8	PMI act = 0.9	TNAP inh hi DEA = 1	Diaph inh CS = 18

Individual results from the results shown.
TNAP act hiacc, CCCc1nnc(NS(=O)(=O)c2ccc(OC)cc2)s1 = 1.1
bIAP activator, COc1ccc(-n2c(SCc3cccnc3)nc3c(c2=O)SCC3)cc1OC = 1
Diaph inh CS, Cn1c(=O)cc(SCC(=O)N2CCCC2)c2cc(Cl)ccc21 = 7
TNAP inh no acc, CC(=O)Nc1ccc(S(=O)(=O)NCc2ccc(C)cc2)cc1 = -8

(list continues)
SMILES | bIAP inh | PMI act satM6P | TNAP inh no acc | bIAP activator | TNAP act hiacc | L major viab | Diaph act CS | PMI act | TNAP inh hi DEA | Diaph inh CS
Cn1c(=O)[nH]c(=O)c2c1nc(CN1CCN(c3cccc(Cl)c3)CC1)n2CCN1CCOCC1 | -6 | 0.9 | -3 | 1.1 | 1 | -6 | 0.9 | 1 | 0 | 9
CCSCc1nnc(SCC(=O)Nc2nc3ccccc3s2)n1C | 12 | 0.8 | -8 | 0.9 | 1 | -1 | 0.9 | 0.9 | -2 | 8
Cc1csc(Nc2cccc3ccccc23)n1 | -2 | 1 | -14 | 1 | 1 | 8 | 0.9 | 1.1 | -4 | 9
CCN1CC=C2C(C#N)=C(N)C(C#N)(C#N)C(CCc3ccccc3)C2C1 (stereo unspecified) | 2 | 0.5 | -10 | 1 | 1 | 14 | 0.6 | 0.8 | -4 | 37
Cc1cc([N+](=O)[O-])ccc1NC(=O)Cc1ccc(F)cc1 | -16 | 1.1 | -16 | 1.2 | 1 | 5 | 0.9 | 1 | 0 | 7
COc1ccc(OC)c(C2C(C(C)=O)=C(O)C(=O)N2c2ccc(O)cc2)c1 (stereo unspecified) | 2 | 1.1 | -6 | 1 | 1 | 0 | 1 | 1.2 | -3 | 5
CC(C)(C)NC(=O)CSc1nncn1NCc1ccccc1 | 4 | 0.9 | -12 | 1 | 1.1 | 1 | 0.9 | 0.9 | -7 | 14
Clc1ccc(-c2cc3ccccc3nc2N2CCOCC2)cc1 | -4 | 1 | 6 | 1 | 1 | -1 | 0.9 | 1 | 0 | 12
COC(=O)c1cc(C(=O)c2cccc(Cl)c2Cl)cn1C | -5 | 0.9 | -6 | 1 | 1 | 5 | 0.9 | 0.9 | -2 | 13
Cc1ccc(S(=O)(=O)N(C)C2(C)CCS(=O)(=O)C2)cc1 (stereo unspecified) | 10 | 1 | -13 | 0.9 | 1 | -2 | 0.9 | 1 | -4 | 7
COc1ccc(C2=NOC(C(=O)N3CCOCC3)C2)cc1OC (stereo unspecified) | 2 | 0.9 | 1 | 1 | 1 | 0 | 0.9 | 0.9 | 3 | 6
O=[N+]([O-])c1ccc(NCCNS(=O)(=O)c2ccccc2)c(C(F)(F)F)c1 | 5 | 0.9 | -4 | 0.9 | 1 | 79* | 1 | 0.9 | -4 | 4
CCOC(=O)CN(c1ccccn1)S(=O)(=O)c1ccccc1 | -2 | 1 | -7 | 1 | 1 | -4 | 1 | 1 | 0 | 4
COC(=O)CN(c1ccc(OC)cc1)S(=O)(=O)c1c(C)noc1C | -2 | 1.1 | -12 | 1 | 1 | -3 | 1 | 1 | -4 | 5
Cn1c(NCCO)nc2c(c1=O)C1(CCCCC1)Cc1ccccc1-2 | -1 | 0.8 | -9 | 1 | 1.1 | 12 | 0.6 | 0.9 | -7 | 38
CCOC(=O)CC1C(=O)NCCN1S(=O)(=O)c1ccc(F)cc1 (stereo unspecified) | 8 | 1 | -2 | 0.9 | 1 | -3 | 0.9 | 0.9 | -1 | 11
CCOC(=O)CN1NC2(CCCCC2)NC1=S | 23 | 1.4 | -15 | 0.8 | 1.1 | -2 | 0.9 | 1.3 | -6 | 13
O=C(c1ccc2c(c1)OCO2)N1CCN(c2ccccc2)CC1 | 4 | 1.1 | -10 | 1 | 1 | 38 | 1 | 1.1 | -5 | -5
Cc1ccc(-n2c(SCC(=O)N/N=C/C=C/c3ccccc3[N+](=O)[O-])nc3ccccc3c2=O)cc1 | -8 | 1 | -1 | 1.1 | 1 | 36 | 0.9 | 1 | 3 | 12
COc1cc(OC)cc(-c2nnc(SCC(=O)NCc3cccs3)o2)c1 | 14 | 1 | -15 | 0.9 | 1 | 2 | 0.9 | 0.9 | 2 | 8
O=C(c1ccc(Cl)cc1)N1CCN(c2cc(=O)[nH]nc2-c2ccccc2)CC1 | -6 | 1 | -5 | 1.1 | 1 | 1 | 0.9 | 0.9 | -2 | 14
CCn1cc(Br)c(C(=O)Nc2ccc(F)c(Cl)c2)n1 | 38 | 1 | -9 | 0.6 | 1 | 3 | 0.9 | 1 | -3 | 14
O=C(NCC1CCCO1)c1ccc(C(=O)NCC2CCCO2)cc1 (stereo unspecified) | 0 | 0.9 | -8 | 1 | 1 | -6 | 0.9 | 0.9 | 5 | 7
CCc1cc[n+](-c2nc([O-])sc2C=O)cc1 | 9 | 0.7 | -12 | 0.9 | 1 | -4 | 0.8 | 1 | -2 | 24
O=C(NCc1cccs1)C(=O)NCC1OCCCN1S(=O)(=O)c1ccccc1 (stereo unspecified) | 5 | 1 | -13 | 0.9 | 1 | 50 | 0.9 | 1 | 2 | 8
N#CCSc1nccc(/C=C/c2ccccc2)n1 | 23 | 1 | -11 | 0.8 | 1 | 3 | 0.9 | 1 | -2 | 7
CCCCCN(C(=O)NC(=O)Nc1cccc(C)c1C)S(C)(=O)=O | -11 | 0.9 | -3 | 1.1 | 1.1 | -14 | 1 | 1 | -5 | -2

High-throughput results from PubChem.
